Screening results deposited in PubChem by several laboratories.
Arr AP2 block – inhibitors of human beta-arrestin and AP2 interaction; FITC-arrestin peptide / GST-AP2 beads, flow cytometry; AP2 beta2 appendage carries R879A mutation; inhibition, % at 10 µM; 0.31% of 340,000 active; AID 504490;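 active = inhibition above a set limit, near 3 SD of compounds lacking own fluorescence, cut at about 54% in these data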;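 note: plate controls were DMSO wells for no effect and 5 µM unlabelled arrestin peptide for full effect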
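System: GST-AP2 R879A glutathione beads | Also added: FITC-arrestin peptide, 50 nM | Times: 12 min plus 1 h, RT | Signal: Bead flow cytometry, FITC channel | Buffer or medium: PBS with 0.05% Tween 20 and 0.1% BSA | Read-out basis: Percent drop in bead-associated FITC signal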
MOR-DOR ag – OPRM1-OPRD1 heterodimerization agonism; P35372+P41143; cells, luminescence; activation, % at 9.3 µM; 0.3% of 340,000 active; in the data active = activation above about 18%;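 note: 0% = vehicle-treated cells and 100% = reference agonist; values of inactives mirror those of a sister screen read the other way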
Keap1 Nrf2 FP – Keap1-Nrf2 (human) interaction inhibition. Q14145. Keap1 Kelch-Nrf2 peptide fluorescence polarization, 1536-well. inhibition, % at 9.4 µM. 0.15% of 340,000 active; in the data active = inhibition above about 12%;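 note: human Keap1 Kelch domain with fluorescein labeled Nrf2 9mer peptide probe; 0% = neutral control wells and 100% = peptide positive control; higher means more block of Keap1 binding to Nrf2 peptide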
V-ATPase pH – regulators of yeast V-ATPase proton transport; AID 504577; response, % at 10 µM; S. cerevisiae, pHLuorin cytosolic pH fluorescence; 0.37% of 350,000 active; in the data active = response mostly above about 7.3%, no sharp cut-off; inactive = mostly below about 5.4%; note: actives read high; inactives centre near 0; some compounds called inactive have numbers as strong as hits; reference of the scale not given here
RTF Ca sens act – increases calcium sensitivity of human cardiac regulated thin filaments; IANBD-labeled TnC RTF fluorescence at EC20 calcium; 0% EC20 calcium, 100% full calcium; activation, % at 7.2 µM; 0.24% of 340,000 active; AID 493008;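 active = activation above the mean over all tested compounds plus 3 SD, cut at about 30% in these data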;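 note: rise in fluorescence read as greater calcium sensitivity of cardiac thin filaments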
OPRM1-OPRD1 inv – inverse agonist of human OPRM1-OPRD1 heterodimerization; cell-based MOR-DOR heterodimer luminescence, inverse agonism; AID 504357; inhibition, % at 9.3 µM; 0.21% of 340,000 active; P35372+P41143; in the data active = inhibition above about 22%, passing the limit was not always enough;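 note: 0% = cells with DMSO and 100% = wells without cells with DMSO; values of inactives mirror those of a sister screen read the other way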
DSG3 Ab inh – blocks pemphigus antibody binding to human desmoglein-3; P32926; DSG3-coupled beads, scFv-anti-DSG3-GFP binding, flow cytometry; active compounds read low; binding (percent of control), % at 10 µM; 0.48% of 310,000 active; AID 588358;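 active = binding more than 3 SD below its plate's average and above zero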;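 note: hits lower antibody fragment binding to DSG3; some compounds called inactive have numbers as strong as hits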
Target sequence (P32926 whole entry, looked up, the tested form may be a part): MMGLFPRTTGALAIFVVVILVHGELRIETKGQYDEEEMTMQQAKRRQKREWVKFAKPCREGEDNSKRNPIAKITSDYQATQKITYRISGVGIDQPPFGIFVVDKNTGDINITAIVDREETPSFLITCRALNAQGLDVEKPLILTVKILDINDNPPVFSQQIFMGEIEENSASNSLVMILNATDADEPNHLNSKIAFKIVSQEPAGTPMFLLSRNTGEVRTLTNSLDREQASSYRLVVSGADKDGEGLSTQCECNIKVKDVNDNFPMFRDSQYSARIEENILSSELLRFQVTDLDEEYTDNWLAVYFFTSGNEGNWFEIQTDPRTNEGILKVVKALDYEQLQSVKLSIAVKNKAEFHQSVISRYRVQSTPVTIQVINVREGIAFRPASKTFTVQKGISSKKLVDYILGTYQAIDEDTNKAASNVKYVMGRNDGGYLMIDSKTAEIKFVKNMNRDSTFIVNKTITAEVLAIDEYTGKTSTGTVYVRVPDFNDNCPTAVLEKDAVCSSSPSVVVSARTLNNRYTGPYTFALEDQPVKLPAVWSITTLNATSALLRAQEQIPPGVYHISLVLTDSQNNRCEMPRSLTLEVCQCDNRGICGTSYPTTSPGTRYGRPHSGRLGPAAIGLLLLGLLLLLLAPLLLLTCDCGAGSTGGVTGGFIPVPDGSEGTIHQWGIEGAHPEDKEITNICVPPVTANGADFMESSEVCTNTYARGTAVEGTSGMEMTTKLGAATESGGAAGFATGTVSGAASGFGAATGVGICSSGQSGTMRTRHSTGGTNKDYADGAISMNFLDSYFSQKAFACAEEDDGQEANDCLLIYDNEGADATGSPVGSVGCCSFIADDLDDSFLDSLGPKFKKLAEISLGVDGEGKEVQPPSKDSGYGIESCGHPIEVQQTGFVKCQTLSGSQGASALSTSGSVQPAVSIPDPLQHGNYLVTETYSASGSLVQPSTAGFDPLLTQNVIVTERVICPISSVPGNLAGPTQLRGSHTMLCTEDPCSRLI
RTF Ca sens inh – cardiac RTF calcium desensitization | inhibition, % at 7.15 µM | IANBD-labeled cardiac RTF, Ca2+ fluorescence | 0.12% of 340,000 active | AID 493244 | P19429+P45379;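 active = inhibition above the mean inhibition of all tested compounds plus 3 SD, cut at about 17% in these data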;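 note: assay run at fixed EC70 calcium of 1.6 mM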
Wnt act – activates Wnt/beta-catenin signaling in a reporter cell assay; 1.2% of 300,000 active; activation, % at 9.35 µM; activator, plate reader; in the data active = activation above about 30%, passing the limit was not always enough;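 note: 0% = neutral control wells and 100% = positive control wells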
LANA DNA inh – KSHV C-LANA DNA binding inhibition. inhibition, % at 9 µM. MBP-C-LANA/FAM-LBS DNA binding, fluorescence polarization. 0.078% of 340,000 active;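 active = highest replicate inhibition at or above 60% at 9 µM, even if other replicates fall short; inactive = all replicates below 60% inhibition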;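 note: 0% = neutral control wells and 100% = 4 µM acridine orange control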
An asterisk follows results filed as active; . = no result given.

SMILES	Arr AP2 block	MOR-DOR ag	Keap1 Nrf2 FP	V-ATPase pH	RTF Ca sens act	OPRM1-OPRD1 inv	DSG3 Ab inh	RTF Ca sens inh	Wnt act	LANA DNA inh
S=C(NC1CCCCC1)N1CCn2cccc2C1c1ccncc1 (centres undefined)	3	-2.6	0	7	0	14	123	-5	0	0.2
COc1ccc(/C(C)=N/N2C(=O)c3ccccc3NC2c2ccc(O)c(OC)c2)cc1 (centres undefined)	25	0.8	-1	4	23	-4	110	1	5	1.3
CCC(C)C(=O)Nc1ccc(OC)cc1OC (centres undefined)	10	6.2	1	-4	9	-33	103	-12	.	5.3
Cc1cc2oc(C(=O)Nc3cccnc3)c(C)c2cc1C	-4	2.8	-5	0	3	-14	70	-10	10	-0.6
O=C(CCC(=O)Nc1ccccc1)NNC(=O)c1ccccc1Cl	-5	-2.5	0	0	1	14	99	-2	-1	-2.0
Cc1ccc(NC(=O)CN2C(=O)C(C)Oc3ccccc32)nc1 (centres undefined)	-1	-1.5	-7	0	10	8	101	-2	-1	0.0
COc1cccc(N=Nc2c(N)[nH]n3c(=O)c4c(nc23)CCCC4)c1	47	.	-5	1	.	.	.	.	-1	-1.4
O=C(CN(C(=O)CNC(=O)c1ccco1)c1ccc2c(c1)OCO2)NC1CCCCC1	-2	-1.6	-7	-1	11	9	111	-14	.	-1.0
Cc1nn(C2CCS(=O)(=O)C2)c(C)c1CN(C)C(=O)c1ccc(S(=O)(=O)N(C)C)cc1 (centres undefined)	3	-0.4	8	0	-3	1	96	-5	3	0.2
O=C(C1CCCCC1)N1CCC(n2nnc3ccccc32)CC1	-4	-1.1	0	5	-7	7	105	-2	.	1.3
COc1ccccc1C(=O)NC(=O)COC(=O)c1ccc(Br)o1	-18	-0.1	1	-1	7	0	102	6	-3	0.9
CCCN(Cc1cc2cc(OC)ccc2[nH]c1=O)C(=O)c1ccco1	-1	-1.6	-3	-2	-2	8	100	-1	-3	-1.8
COc1ccc(S(=O)(=O)Nc2ccc(F)c(Cl)c2)cc1OC	29	-2.8	0	1	1	15	103	1	.	-0.9
COC(=O)c1ccc(NC(=O)CCN2CCN(Cc3ccccc3)CC2)cc1	1	-2.1	1	5	3	12	101	-2	.	0.3
c1cc(CN2CCN(C3CCCCCC3)CC2)ccn1	28	-1.5	0	-1	6	7	95	-15	-3	0.9
COc1ccc(/C=N/Nc2nc(C)nc(N)n2)cc1	4	-1.0	-4	-1	-1	5	101	-6	6	-2.5
CCc1cc2c(C)ccc(C)c2nc1SCC(=O)Nc1c(C)[nH]c(=O)[nH]c1=O	7	1.0	-2	7	-1	-5	90	-8	-3	1.4
CCOC(=O)C(=CNNc1cccc(Cl)c1)C(=O)OCC	-16	-3.1	-6	.	7	15	.	-3	3	0.1
CC1CCCC(C)N1CCCNC(=O)CCn1c(=O)c2cccn2c2cccnc21 (centres undefined)	-4	-1.1	1	-1	3	6	100	-2	-2	3.1
O=C(COC(=O)c1ccc2c(c1)C(=O)N(Cc1ccco1)C2=O)NCC(F)(F)F	1	-2.2	2	-4	-10	14	.	1	6	-1.2
COc1ccc(CCNCC(O)COc2ccc(OC)cc2C(C)(C)C)cc1 (centres undefined)	-1	12	-6	3	11	-66	111	-7	-2	0.7
Cc1ccc(NC(=S)NC(=O)c2ccc(Br)o2)c(C)c1	6	-1.1	-2	-3	2	6	97	-7	9	-0.2
COc1ccc(-c2cc(-c3ccccc3)c(C#N)c(SCC(=O)O)n2)cc1	31	-3.9	-3	-2	0	20	114	-7	2	-0.3
CCOc1ccc(OCC(=O)OCC(=O)N2CCN(C(=O)c3ccco3)CC2)cc1	-4	0.5	-2	-2	2	-3	99	-7	1	-1.3
CCC(=O)N/C(=N/c1nc(C)cc(C)n1)Nc1cccc(OC)c1	6	-1.6	-5	2	-11	9	122	-7	1	-1.3

Sorted by molecular weight (low to high): twelve of the compounds above.
SMILES	Arr AP2 block	MOR-DOR ag	Keap1 Nrf2 FP	V-ATPase pH	RTF Ca sens act	OPRM1-OPRD1 inv	DSG3 Ab inh	RTF Ca sens inh	Wnt act	LANA DNA inh
c1cc(CN2CCN(C3CCCCCC3)CC2)ccn1	28	-1.5	0	-1	6	7	95	-15	-3	0.9
Cc1cc2oc(C(=O)Nc3cccnc3)c(C)c2cc1C	-4	2.8	-5	0	3	-14	70	-10	10	-0.6
Cc1ccc(NC(=O)CN2C(=O)C(C)Oc3ccccc32)nc1 (centres undefined)	-1	-1.5	-7	0	10	8	101	-2	-1	0.0
O=C(C1CCCCC1)N1CCC(n2nnc3ccccc32)CC1	-4	-1.1	0	5	-7	7	105	-2	.	1.3
COc1cccc(N=Nc2c(N)[nH]n3c(=O)c4c(nc23)CCCC4)c1	47	.	-5	1	.	.	.	.	-1	-1.4
S=C(NC1CCCCC1)N1CCn2cccc2C1c1ccncc1 (centres undefined)	3	-2.6	0	7	0	14	123	-5	0	0.2
COc1ccc(S(=O)(=O)Nc2ccc(F)c(Cl)c2)cc1OC	29	-2.8	0	1	1	15	103	1	.	-0.9
COC(=O)c1ccc(NC(=O)CCN2CCN(Cc3ccccc3)CC2)cc1	1	-2.1	1	5	3	12	101	-2	.	0.3
COc1ccccc1C(=O)NC(=O)COC(=O)c1ccc(Br)o1	-18	-0.1	1	-1	7	0	102	6	-3	0.9
CCc1cc2c(C)ccc(C)c2nc1SCC(=O)Nc1c(C)[nH]c(=O)[nH]c1=O	7	1.0	-2	7	-1	-5	90	-8	-3	1.4
COc1ccc(/C(C)=N/N2C(=O)c3ccccc3NC2c2ccc(O)c(OC)c2)cc1 (centres undefined)	25	0.8	-1	4	23	-4	110	1	5	1.3
Cc1nn(C2CCS(=O)(=O)C2)c(C)c1CN(C)C(=O)c1ccc(S(=O)(=O)N(C)C)cc1 (centres undefined)	3	-0.4	8	0	-3	1	96	-5	3	0.2

(cont.)
SMILES	Arr AP2 block	MOR-DOR ag	Keap1 Nrf2 FP	V-ATPase pH	RTF Ca sens act	OPRM1-OPRD1 inv	DSG3 Ab inh	RTF Ca sens inh	Wnt act	LANA DNA inh
Oc1ccc(C[C@H]2CNC(=S)N2CC2CCCN2C[C@H](Cc2ccc(O)cc2)N2C[C@H](Cc3ccccc3)N(CCc3ccccc3)C2=S)cc1 (some centres undefined)	-23	2.2	-3	-6	-9	-10	99	-11	-2	-1.7
Cc1nn(CC(=O)NC2C(=O)N3C(C(=O)O)=C(CSc4nnnn4C)CSC23)cc1Br (centres undefined)	-13	-1.5	-6	-1	4	8	105	4	0	1.2
COCCN(C(=O)COC(=O)c1cc2ccccc2cc1OC)c1c(N)n(Cc2ccccc2)c(=O)[nH]c1=O	-6	1.4	-8	1	-3	-8	99	-9	0	-3.6
CC(C)C(=O)N(Cc1ccccc1)c1ccccn1	-3	-1.2	3	1	-4	6	83	-3	-2	0.2
CCN(C(=O)CCc1nnc2ccc(N3CCC4(CC3)OCCO4)nn12)c1ccccc1	-2	-3.0	5	-4	-3	16	.	-2	-2	0.4
CC(=O)c1c(C(C)=O)c(C)n(-c2nc(-c3ccccc3)c(C)s2)c1C	-18	-0.5	-5	0	-4	3	103	8	.	-0.5
CN(C)c1nc(OCCOC(=O)c2ccccc2)nc(N(C)C)n1	1	-0.1	-2	6	2	0	103	-2	-1	1.1
CCOC(=O)c1c(C2CC2)csc1NC(=O)COC(=O)c1cnc(Cl)c(Cl)c1	-1	-0.9	0	1	4	5	107	-2	-2	0.9
O=C(NCC1(c2ccccc2)CCOCC1)c1ccc(Br)o1	-3	-3.1	-1	-3	1	17	95	0	.	0.6
Cc1sc2nc(CN3CCOCC3)nc(N3CCOCC3)c2c1C	58*	-1.4	-7	0	2	8	102	-12	.	-0.9
CS(=O)(=O)c1ccc(C(=O)OCC(=O)NCc2cccs2)cc1[N+](=O)[O-]	-9	1.9	-3	1	14	-10	120	-7	-24	3.0
CCOc1ccc(CCNc2ccc3nnc(-c4ccccc4)n3n2)cc1OCC	.	1.3	-2	-1	0	-8	101	-11	0	0.0
Fc1cccc(/C=N/Nc2cc(N3CCOCC3)ncn2)c1	1	0.0	0	-4	2	0	110	1	26	1.0
Cc1ccc(OCC(=O)Nc2ccccc2F)cc1	13	-2.2	-3	-2	9	11	102	-3	41*	0.6
NC(=O)c1cn(-c2ccccc2)nc1-c1cc2ccccc2oc1=O	10	-0.7	1	0	-1	4	102	-5	-4	-0.9
Cn1c(N)c(C(=O)COC(=O)C2(c3ccc(F)cc3)CCCC2)c(=O)n(C)c1=O	24	1.4	2	1	6	-8	103	-6	.	-9.3
O=c1c2cc(F)ccc2sn1-c1ccccc1	30	-1.0	-1	1	1	5	43*	9	14	-2.1
O=C1CCc2cc(NS(=O)(=O)c3ccccc3)cc3c2N1CC3	11	-2.2	2	6	0	12	97	1	-5	1.5
CCCNC(=O)COC(=O)/C=C/c1ccco1	1	-0.8	-4	-2	4	5	86	4	-1	-2.4
CCCn1nnnc1NC(=O)c1cc(Cl)ccc1Cl	8	-2.2	-1	5	6	12	109	-6	1	-3.7
COc1cccc(CNC(=O)c2cc(S(=O)(=O)N3CCCCC3)c[nH]2)c1	8	-1.9	4	7	1	11	97	-9	-4	-0.1
CCCCC(=O)N/N=C(/C)C1=C(C)C(C)(C)OC1=O	-19	-2.1	0	1	0	11	102	-4	7	-1.0
CCOC(=O)CN1C(=O)CC(c2ccccc2)C1=O (centres undefined)	15	0.5	-3	-1	11	-3	129	-9	-1	0.0
CCN(C(=S)Nc1ccc(C(C)=O)cc1)C1CCCCC1	-4	-3.1	0	-1	2	15	96	-7	-1	-4.0
COc1cc(CNC(C)c2ccccc2)c(Br)cc1OCC(N)=O (centres undefined)	6	2.5	-2	-5	1	-14	106	-13	-1	1.8
SMILES	Arr AP2 block	MOR-DOR ag	Keap1 Nrf2 FP	V-ATPase pH	RTF Ca sens act	OPRM1-OPRD1 inv	DSG3 Ab inh	RTF Ca sens inh	Wnt act	LANA DNA inh
O=C(c1ccccc1)N1CCN(c2ccc([N+](=O)[O-])cc2-n2cccc2)CC1	7	-1.0	-1	0	-2	5	.	2	0	-0.7
COc1ccc(NC(=O)CN2CCCCC2)cc1	-8	-2.2	-3	4	3	12	102	-15	.	-1.0
CS(=O)(=O)N(Cc1ccccc1)c1ccc(C(=O)NCc2ccccc2)cc1	4	-0.9	-2	-3	-12	5	100	2	-5	2.2
CN(C)C(=O)N1CCC(C(=O)NCc2ccccc2Cl)CC1	5	-1.8	1	-6	11	10	105	-12	.	-1.4
COC(=O)c1ccc(NS(=O)(=O)c2ccc(S(=O)(=O)N3CCOCC3)cc2)cc1	21	-1.5	2	1	5	6	108	-6	-2	-0.5
CC(Cc1ccccc1)NC(=O)c1ccc([N+](=O)[O-])cc1 (centres undefined)	9	-0.5	-4	-5	2	2	104	4	.	-1.2
N#C/C(=C\c1ccc(-c2cccc(Cl)c2)o1)C(=O)Nc1cccc2cccnc12	11	0.3	-1	-7	2	-2	.	-5	4	-1.6
COc1cc(NC(=O)c2ccco2)ccc1NC(=O)c1ccccc1Cl	9	-1.0	-3	3	-1	6	93	6	.	-1.0
O=C(CCN1C(=O)c2ccccc2S1(=O)=O)NCc1ccccc1	-8	-1.1	2	-5	-3	7	96	8	-1	1.0
